Efflux pump mplx – inhibitors of Candida efflux pumps in yeast, primary screen, S. cerevisiae, Nile Red, multiplex; S. cerevisiae Candida pump triplex; inhibition, % at 10 µM; 330,000 compounds, 0.44% hits;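 active means plate passing quality check with inhibition over a set limit, or well fluorescence over plate mean plus 4 SD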;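 further: Nile Red retained in pooled yeast measured as flow cytometry median fluorescence; 0% = buffer negative control and 100% = Enniatin B positive control; higher means more Nile Red kept so more efflux inhibition; some compounds called inactive have numbers as strong as hits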
PME-1 inh – PME-1 inhibitors via competitive probe labeling, primary screen, biochemical, fluorescence polarization, FP-Rh probe, HTS; Protein phosphatase methylesterase 1 (Homo sapiens), Q9Y570; recombinant PME-1; inhibition, % at 5.9 µM; 320,000 compounds, 0.53% hits; AID 2130, 2009;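 active means inhibition above the campaign mean of all compounds plus 3 SD, cut at about 26% in these data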;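 further: competitive labeling of PME-1 active site by serine hydrolase directed probe; 0% = PME-1 with DMSO and 100% = wells lacking PME-1 enzyme; inhibitors block probe labeling so polarization falls and inhibition rises; many of its hits are not listed in these tables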
GLD-1 TGE inh – GLD-1/TGE RNA complex disruptors, primary screen, biochemical, fluorescence polarization; inhibition, % at 5.96 µM; 320,000 compounds, 0.44% hits; purified GLD-1 + fluorescein TGE RNA; AID 2280, 2010;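 active means percent inhibition above a per-plate cutoff, the plate mean of test compounds plus 3 SD, cut at about 30% in these data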;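 further: 0% = DMSO wells with GLD-1 and probe and 100% = wells lacking GLD-1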
Target sequence (Q17339 whole entry, looked up): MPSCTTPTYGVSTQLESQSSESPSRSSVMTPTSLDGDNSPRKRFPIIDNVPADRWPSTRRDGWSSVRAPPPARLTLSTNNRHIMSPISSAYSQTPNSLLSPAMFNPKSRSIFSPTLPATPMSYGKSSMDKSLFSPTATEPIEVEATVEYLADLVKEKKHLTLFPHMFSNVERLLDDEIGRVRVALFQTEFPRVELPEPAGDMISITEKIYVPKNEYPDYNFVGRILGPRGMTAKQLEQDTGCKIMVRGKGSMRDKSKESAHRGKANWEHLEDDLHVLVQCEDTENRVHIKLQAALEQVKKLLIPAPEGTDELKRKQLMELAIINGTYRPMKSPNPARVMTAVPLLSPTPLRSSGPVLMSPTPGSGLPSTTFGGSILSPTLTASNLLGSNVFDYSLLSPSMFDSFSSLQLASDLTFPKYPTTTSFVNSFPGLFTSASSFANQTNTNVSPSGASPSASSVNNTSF
MCL1 BIM primary – inhibitors of MCL1 binding to BIM-BH3, primary screen, biochemical, fluorescence polarization. Induced myeloid leukemia cell differentiation protein Mcl-1 (Homo sapiens), Q07820. GST-MCL1 / FITC-Bim-BH3 fluorescence polarization. inhibition, % at 10.9 µM. 320,000 compounds, 0.68% hits. AID 2057, 2009;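 active means inhibition above the mean inhibition of all tested compounds plus 3 SD, set per campaign, cut at about 40% in these data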;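 further: 0% = DMSO wells and 100% = unlabeled Bim-BH3 peptide control; higher means more loss of mP so more displacement of Bim peptide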
Target sequence (Q07820 whole entry, looked up): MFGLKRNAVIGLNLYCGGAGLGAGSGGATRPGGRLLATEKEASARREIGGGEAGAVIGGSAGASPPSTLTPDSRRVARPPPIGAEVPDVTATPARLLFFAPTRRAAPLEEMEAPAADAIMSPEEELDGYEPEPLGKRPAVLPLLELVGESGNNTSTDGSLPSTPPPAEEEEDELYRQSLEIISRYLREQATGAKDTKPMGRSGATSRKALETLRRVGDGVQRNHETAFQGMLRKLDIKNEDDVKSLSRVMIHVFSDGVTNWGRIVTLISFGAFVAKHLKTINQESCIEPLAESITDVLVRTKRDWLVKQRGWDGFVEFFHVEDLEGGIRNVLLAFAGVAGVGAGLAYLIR
MEX-5 binding – MEX-5 zinc finger RNA-binding disruptors – biochemical, C. elegans, fluorescence polarization, MLPCN library, primary screen. Zinc finger protein mex-5 (Caenorhabditis elegans), Q9XUB2. MEX-5/FITC-TCR2 RNA binding; stronger effect = lower value. activity score (negative = inhibition of binding), % at 10 µM. 300,000 compounds, 0.38% hits. AID 1832, 2009;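 active means inhibition past about -25% in most replicates, and total fluorescence under double the plate's negative control median, limit read from the data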;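 further: 0% = DMSO and -100% = 5 µM competing unlabeled TCR2 RNA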
GRK2 inh – compounds blocking aptamer binding on GRK2 – biochemical, human GRK2, bead flow cytometry, HTS, primary screen. inhibition of aptamer binding, % at 10 µM. AID 488847, 2010. 330,000 compounds, 0.59% hits. Beta-adrenergic receptor kinase 1 (Homo sapiens), P25098. FAM-aptamer displacement from GRK2;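 active means inhibition of aptamer binding above 40%, roughly 3 SD of noise, on plates passing a quality check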;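 further: median bead fluorescence of bound FAM aptamer so fluorescent compounds give negative values; no value below 0 was filed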
VLA-4 inh – inhibition in human VLA-4 binding assay, primary screen, VLA-4 allosteric modulator project, MLPCN library, flow cytometry, VLA-4 expressing cells; Integrin alpha-4 (Homo sapiens), P13612; ligand binding flow cytometry; inhibition, % (about 7 µM as worked out from the volumes in the protocol); 330,000 compounds, 0.2% hits; in the data active means inhibition above about 50%
Bcl-xL primary – inhibitors of human Bcl-xL, primary screen, biochemical, fluorescence polarization, HTS. Bcl-2-like protein 1 (Homo sapiens), Q07817. GST-Bcl-xL / FITC-Bim BH3 peptide fluorescence polarization. inhibition, % at 10.9 µM. 320,000 compounds, 0.7% hits. AID 2129, 2009;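 active means inhibition above the mean of all tested compounds plus 3 SD, cutoff set per campaign, cut at about 30% in these data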;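 further: 0% = DMSO wells and 100% = unlabeled Bim-BH3 peptide competitor; inhibitors lower millipolarization by displacing the labeled peptide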
Target sequence (Q07817 whole entry, looked up): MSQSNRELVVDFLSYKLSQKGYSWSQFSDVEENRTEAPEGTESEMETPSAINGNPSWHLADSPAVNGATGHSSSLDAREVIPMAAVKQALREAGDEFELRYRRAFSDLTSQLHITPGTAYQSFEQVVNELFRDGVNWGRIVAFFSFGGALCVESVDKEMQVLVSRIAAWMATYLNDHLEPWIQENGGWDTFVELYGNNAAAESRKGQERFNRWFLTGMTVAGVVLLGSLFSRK
Fam108B counter – mouse Fam108B serine hydrolase inhibitors, primary screen, counter-screen for RBBP9 inhibitor project, biochemical, fluorescence polarization; recombinant Fam108B, FP-Rh probe fluorescence polarization; inhibition, % at 9.51 µM; 300,000 compounds, 0.33% hits; AID 1947, 2009;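 active means inhibition above the screen mean inhibition plus 3 SD, computed separately per campaign, cut at about 18% in these data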;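 further: inhibitors lower polarization as less probe binds the enzyme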
The depositor's hits bear a star; / = no result given. Only part of the results is shown (hit frequency here may not be typical).

SMILES	Efflux pump mplx	PME-1 inh	GLD-1 TGE inh	MCL1 BIM primary	MEX-5 binding	GRK2 inh	VLA-4 inh	Bcl-xL primary	Fam108B counter
COc1ccc(CNC(=O)COC(=O)CCc2nc3ccccc3c(=O)[nH]2)cc1	-0.1	-1	6	2	-2.1	15	-9	-6	0
CCOC(=O)C1CCN(C(=O)CCS(=O)(=O)Cc2ccccc2)CC1	-0.1	1	-1	10	1.3	0	0	2	1
COC(=O)c1cn(NC(=O)c2ccc3c(c2)OCO3)c(=O)c2ccccc12	-0.2	-6	0	0	-0.1	2	-8	11	-1
CC1CCc2onc(C(=O)NCc3ccco3)c2C1 (stereo unspecified)	0.0	-1	3	21	1.3	0	4	-3	4
O=C(NNC(=S)NCc1ccco1)C(c1ccccc1)c1ccccc1	0.0	3	3	11	1.9	0	-7	5	-1
COc1ccc(C(=O)Nc2ccc3c(c2)OCCO3)cc1Br	0.0	/	/	/	-0.2	2	5	/	/
CN(C(=O)c1coc(=O)c2ccccc12)c1ccc(F)cc1	0.0	-2	-1	7	0.5	0	0	7	-1
O=C(O)CC(c1ccccc1)n1cccc1 (stereo unspecified)	0.1	1	3	1	0.0	0	16	6	2
Cc1ccc(-n2nc3c(c2NC(=O)c2ccco2)CS(=O)(=O)C3)cc1C	0.1	1	-4	-5	-0.9	2	-3	-2	-1
CS(=O)(=O)N1CCC(CO)(Cc2ccccc2C(F)(F)F)CC1	0.0	-6	4	11	-2.6	4	4	6	6
COc1ccc(C)cc1Nc1c2c(nc3ccccc13)CCC2	-0.1	-14	4	6	0.8	0	29	3	4
CCOC(=O)c1ccc(NC(=O)CC2C(=O)N(c3ccccc3)C(=O)N2CCCOC)cc1 (stereo unspecified)	-0.2	-3	4	1	-1.0	0	-1	2	-4
CNC(=O)C1CC(=O)N/C(=N/N=C(\C)c2cccs2)S1 (stereo unspecified)	0.0	3	-11	-3	-1.1	3	3	1	0
O=C(C1=C[C@H](c2csc3ccccc23)C[C@H](OCc2ccc(CO)cc2)O1)N1CCCCCCC1	0.1	-4	-1	-3	0.6	0	-5	2	-3
Cc1ccc(OCC(O)CN2CCN(c3ccc(C)cc3)CC2)cc1 (stereo unspecified)	0.0	-3	0	-8	2.2	0	22	3	-3
COc1cc(N/N=C(\C)c2ccc(O)c(C)c2)nc(-c2ccccc2)n1	-0.1	30*	7	8	-1.6	2	12	0	4
CCn1c2ccccc2c2nnc(SCCN3CCOCC3)nc21	0.5	4	-4	7	0.3	0	8	7	1
Clc1ccc(C[n+]2cc(-c3ccc(Cl)cc3)n3c2CCC3)cc1	0.0	2	2	-1	-0.1	/	-1	1	0
Cc1ccc(NC(=S)N2CCN(c3ccccn3)CC2)cc1C	-0.2	-2	6	11	0.9	2	5	6	-2
Cc1cccc(N2CCN(C(=O)C(Cc3ccccc3)n3cccc3)CC2)c1C (stereo unspecified)	0.0	-7	2	-1	1.6	0	-12	2	-7
Cc1cccc2cn[nH]c12	-0.1	3	1	6	0.9	2	8	2	0
COc1cccc(OC)c1C(=O)Nc1ccc(C(=O)NCc2ccccc2)cc1	0.0	3	2	-2	0.9	1	13	-2	-2
COc1cccc(NC(=S)Nc2cccnc2)c1	-0.2	0	7	6	0.7	0	15	4	2
CCOc1ccc(C2C(C(=O)c3ccc(C)o3)=C(O)C(=O)N2c2cc(C)on2)cc1OC (stereo unspecified)	-0.1	4	-7	-2	1.2	4	25	1	1
CNC(=O)Nc1ccc2snnc2c1	0.4	-3	-1	6	-4.3	0	10	1	-2
O=C(CSc1nc2ccccc2o1)NCc1n[nH]c(=O)c2ccccc12	0.3	5	7	7	-0.5	1	-27	3	-4
CCc1ccc(NC2=NC(C(=O)c3ccccc3)CC(=O)N2)cc1 (stereo unspecified)	-0.1	4	3	4	-0.7	0	7	2	3
O=C(CCc1ccccc1)NNC(=O)Nc1ccccc1	0.0	-4	2	2	3.1	0	6	6	2
C(=C\c1cc(/C=C/c2ccccc2)ncn1)/c1ccccc1	0.0	3	4	13	0.1	19	2	8	4
CC(C)OC1(c2ccccc2)OC(=O)c2ccccc21 (stereo unspecified)	0.0	0	0	0	-0.9	0	2	2	-3
Cc1ccc(C)n1NC(=O)c1ccco1	0.2	3	-7	4	-0.8	1	17	5	2
O=C(CC(=O)N/N=C/c1ccc(Cl)cc1Cl)NCc1ccccc1	0.4	3	-1	-5	2.3	1	19	-3	-9
COc1ccc2cc(C)c(SCC(=O)Nc3cc(C)on3)nc2c1	-0.1	1	-4	2	0.0	1	15	2	-7
COc1ccccc1N1CCN(CC(O)COc2ccc3c(C)cc(=O)oc3c2)CC1 (stereo unspecified)	0.0	3	1	-4	2.5	0	9	-2	0
COc1cc(OC)cc(C(=O)NCC(=O)OCC(=O)/C=C2/N(C)c3ccccc3C2(C)C)c1	0.3	-1	-5	-2	-0.9	0	-113	1	-4
CN1C2C=C3C(C#N)=C(N)C(C#N)(C#N)[C@@H](c4ccsc4)[C@@H]3C1CC2 (stereo partly specified)	0.0	0	12	30	-4.5	3	21	22	5
OCCNc1nc2ccc(Cl)cc2[nH]1	-0.1	5	-1	-7	-0.7	1	5	-7	6
Cc1ccc2c(C)[nH]c(=O)cc2c1	0.0	-3	3	5	-0.4	0	-2	2	3
Cc1onc(-c2ccccc2)c1C(=O)N1CCN(S(=O)(=O)c2ccc(OC(F)(F)F)cc2)CC1	0.1	5	5	-24	0.5	1	33	-10	-4
O=C(Cc1c[nH]c2ccccc12)N1CCc2ccccc21	0.0	-2	3	-19	-3.4	0	-8	-7	-1
COc1ccc(OC)c(S(=O)(=O)Nc2cccc3ccccc23)c1	0.0	2	1	3	1.1	0	17	8	0
Cc1cccc(OCCC(=O)Nc2ccc(S(=O)(=O)N3CCCC3)cc2)c1	0.1	-1	-3	-9	-2.1	1	9	2	2
CCN1C(=O)[C@H]2[C@@H](c3ccc(-c4ccc5c(c4)OCO5)c(OC)c3)N[C@@](CC(C)C)(C(=O)OC)[C@H]2C1=O	0.0	-3	8	0	-1.4	2	-2	8	2
Cc1ccc(S(=O)(=O)N2CCC(C(=O)NC3CC3)CC2)cc1	0.0	-3	3	5	1.9	0	13	6	-1
COC(=O)c1c(-c2cc(C)ccc2C)csc1NC(=O)C1CC=CCC1C(=O)O (stereo unspecified)	-0.2	-4	-1	3	1.6	4	-1	7	0

Continued, overlapping the part above by four compounds.
SMILES	Efflux pump mplx	PME-1 inh	GLD-1 TGE inh	MCL1 BIM primary	MEX-5 binding	GRK2 inh	VLA-4 inh	Bcl-xL primary	Fam108B counter
Cc1cccc(OCCC(=O)Nc2ccc(S(=O)(=O)N3CCCC3)cc2)c1	0.1	-1	-3	-9	-2.1	1	9	2	2
CCN1C(=O)[C@H]2[C@@H](c3ccc(-c4ccc5c(c4)OCO5)c(OC)c3)N[C@@](CC(C)C)(C(=O)OC)[C@H]2C1=O	0.0	-3	8	0	-1.4	2	-2	8	2
Cc1ccc(S(=O)(=O)N2CCC(C(=O)NC3CC3)CC2)cc1	0.0	-3	3	5	1.9	0	13	6	-1
COC(=O)c1c(-c2cc(C)ccc2C)csc1NC(=O)C1CC=CCC1C(=O)O (stereo unspecified)	-0.2	-4	-1	3	1.6	4	-1	7	0
COc1ccccc1OC(C)C(=O)O (stereo unspecified)	0.1	4	8	5	-1.0	2	11	4	-3
CN(C)CCN(C(=O)c1ccc2ccccc2c1)c1nc2ccc(Br)cc2s1	0.1	-6	-1	-1	-0.7	0	14	-1	-1
O=S(=O)(/C=C/c1ccccc1)N1CCNCC1	-0.6	16	12	8	2.7	2	-2	2	0
O=C(CCC1COc2ccccc2O1)NCc1ccccc1 (stereo unspecified)	0.1	-2	1	6	0.2	2	16	6	-4
CCOCCn1c(=NC(=O)/C=C/c2ccccc2Cl)sc2cc(NC(C)=O)ccc21	0.0	-1	10	1	1.8	0	43	1	-9
Cn1nnnc1NCc1ccc(Cl)c(Cl)c1	0.0	2	1	1	-1.0	1	10	2	-4
CCOc1ccc(N=Cc2ccc3ccccc3c2)cc1	0.0	5	4	8	0.3	5	12	6	0
COc1ccc(C(=O)n2nnc3ccccc32)cc1OC	0.1	4	-8	1	/	0	-227	-4	1
CC(=O)Nc1ccc(S(=O)(=O)NCCN2CCNC2=O)cc1Cl	-0.1	0	3	-11	-3.6	1	31	-6	0
O=C(NC(=S)Nc1ccccc1CO)C1CCCCC1	0.3	/	4	/	/	0	6	/	/
CCOc1cc(CNCCN2CCOCC2)ccc1OCc1ccccc1Cl	-0.1	1	5	2	1.0	0	3	7	-2
O=c1cc2c(nn1Cc1ccc(F)cc1)-c1ccccc1CC2	-0.1	2	1	1	0.8	0	6	4	-3
CCCCOc1ccc(N2CC(C(=O)NCc3ccco3)CC2=O)cc1 (stereo unspecified)	-0.3	-1	3	10	1.8	0	10	4	-1
Cc1ccc(CN2CCNC(=O)C2CC(=O)N(C)C2CCOCC2)cc1 (stereo unspecified)	-0.1	-5	5	13	-1.8	2	14	8	-1
CC(NC(=O)c1ccccc1Br)c1ccc2c(c1)CCCC2 (stereo unspecified)	0.2	0	4	1	3.8	0	2	0	-1
CCOC(=O)C1CCN(S(=O)(=O)c2cn(C)c(C)n2)CC1	0.0	-4	4	-3	0.1	1	-12	-2	-5
CC1=CN2C(=NC(=O)CC2(C)C(=O)N(CC(=O)NC2CCCC2)c2ccccc2C)C=C1 (stereo unspecified)	-0.1	-5	1	11	0.9	3	-2	10	1
COc1ccc(CC(=O)Nc2cccc(-c3nnc(-c4cccc(C)c4)o3)c2)cc1OC	0.2	-51	-5	-1	-1.4	0	-21	0	-31
O=C(O)C1CCN(C(=O)Cc2ccccc2)CC1	-0.1	-1	-2	5	-0.6	0	-1	5	-2
C/C(=N\NC(=O)CCC(=O)Nc1ccccc1)c1cccs1	-0.1	-4	1	0	-2.2	1	10	1	-4
CN(C)S(=O)(=O)c1ccc(C(=O)N2CCC(c3nc4ccccc4o3)CC2)cc1	-0.1	1	-3	2	-2.4	1	-2	2	0
COc1ccc(NS(=O)(=O)c2cccc(C(=O)NC3CCC(O)CC3)c2)cc1 (stereo unspecified)	-0.1	-3	4	-1	-3.2	0	18	4	-5
O=C(CSc1ncccc1-c1nc2ccccc2[nH]1)N1CCN(c2ccccc2F)CC1	0.0	-14	-1	0	2.4	1	10	1	3
O=C(Nc1ccccc1)N1CCN(C2c3ccccc3-c3ccccc32)CC1	0.0	2	4	-6	1.8	3	-3	6	-3
Cc1[nH]n(-c2ccccc2)c(=O)c1/C=N/Nc1nncc(-c2ccccc2)n1	0.2	1	4	5	-2.5	0	11	7	8
